Screens: PubChem, several laboratories
Rac1 mut GTP: modulators of GTP binding to human Rac1 activated mutant; P63000; GST-Rac1 activated beads, fluorescent GTP binding, flow cytometry; actives lie on both sides; 100% means binding = to untreated wells; percent activity (GTP binding), % at 10 µM; hit rate 0.11% among 190,000; AID 764;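 active means GTP binding at least 20 percentage points away from the 100% baseline, in either direction, so actives lie on both sides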
Rab2 wt GTP: changes GTP binding to wildtype dog Rab2A, up or down. GST-Rab2 wt beads, Bodipy-GTP binding, flow cytometry. GTP binding activity, % at 10 µM. hit rate 0.19% among 190,000;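 active means GTP binding activity at least 20 points away from 100%, either lowered or raised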;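 further: 0% = beads with excess unlabeled GTP and 100% = no-compound control corrected for plate trend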
Cdc42 wt: modulators (inhibitors or activators) of GTP binding to human Cdc42 wildtype; P60953; percent activity (GTP binding), % at 10 µM; hit rate 0.2% among 190,000; GST-Cdc42 beads, Bodipy-GTP binding, flow cytometry; actives lie on both sides;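 active means percent activity GTP binding at least 20 points away from the 100% baseline, either down as inhibitor or up as activator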;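 further: median bead fluorescence of bound Bodipy-FL-GTP at 100 nM; 0% = excess unlabeled GTP control and 100% = no compound control; below 100% means less GTP binding so inhibitor and above means activator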
Target sequence (P60953 whole entry, looked up): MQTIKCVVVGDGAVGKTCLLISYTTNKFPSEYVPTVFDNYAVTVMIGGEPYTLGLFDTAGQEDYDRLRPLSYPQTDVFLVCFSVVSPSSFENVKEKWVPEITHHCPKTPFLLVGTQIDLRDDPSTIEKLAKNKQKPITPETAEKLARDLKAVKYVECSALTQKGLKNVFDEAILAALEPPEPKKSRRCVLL
Rab7 wt modul: alters GTP binding to wildtype dog Rab7; GST-Rab7 beads, fluorescent GTP binding, flow cytometry; actives lie on both sides; untreated = 100%, excess cold GTP = 0%; GTP binding activity (percent of control), % at 10 µM; hit rate 0.055% among 190,000; AID 758;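 active means fluorescent GTP binding to Rab7 beads changed by at least 20 points from the 100% baseline, either direction, mostly lower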;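 further: median green fluorescence of bound Bodipy-FL-GTP per Rab7 bead population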
Avidin bead fluor: compound fluoresces at 488/530 nm on avidin beads; compound fluorescence 488/530 nm, flow cytometry; active compounds read high; hit rate 0.38% among 220,000; fluorescence (KMESF) at 10 µM; in the data active means fluorescence above about 47; further: inactives centre near 10
Pf gametocyte: kills late stage P. falciparum gametocytes; P. falciparum stage V gametocytes, ATP luminescence, 24 h; inhibition, % at 10.9 µM; hit rate 0.065% among 150,000; AID 743093;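 active means inhibition above the mean plus 3 SD of compounds within the control limits, set per campaign, cut at about 38% in these data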;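 further: 0% = DMSO wells and 100% = medium only without gametocytes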
HRas wt GTP: modulators of GTP binding to human HRas wildtype; GST-Ras wt beads, Bodipy-FL-GTP binding, flow cytometry; actives lie on both sides; GTP binding activity, % at 10 µM; P01112; AID 759; hit rate 0.14% among 190,000;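 active means GTP binding activity at least 20% away from the 100% baseline, either lowered as inhibitor or raised as activator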;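 further: 0% = unlabeled GTP competition control and 100% = no-compound control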
Target sequence (P01112 whole entry, looked up): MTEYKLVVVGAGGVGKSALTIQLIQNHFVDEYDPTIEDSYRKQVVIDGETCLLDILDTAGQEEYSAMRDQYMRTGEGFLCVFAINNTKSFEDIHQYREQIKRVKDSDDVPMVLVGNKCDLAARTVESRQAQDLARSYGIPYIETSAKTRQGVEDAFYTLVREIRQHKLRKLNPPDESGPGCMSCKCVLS
Rac1 wt modul: human Rac1 wildtype GTP binding, inhibitors and activators; P63000; GST-Rac1 beads, fluorescent GTP binding, flow cytometry; actives lie on both sides; 0 = cold GTP competed, 100 = untreated; GTP binding activity (% of control), % at 10 µM; hit rate 0.27% among 190,000; AID 757;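 active means GTP binding activity at least 20 points away from the 100% control level, either lower or higher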
ABCG2 inh: human ABCG2 inhibition, ABCB1 as counter-screen. IgMXP3 cells, JC-1 efflux, flow cytometry. inhibition, % at 6.6 µM. hit rate 0.1% among 190,000;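 active means inhibition above 80%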;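 further: 0% = DMSO and 100% = nicardipine control wells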
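System: two drug-resistant human cell lines, ABCG2 and ABCB1; controls: nicardipine high and DMSO low controls; times: 10 min exposure at 25 °C with rotation, no wash; detection: flow cytometry of retained JC-1 fluorescence; read-out basis: percent efflux inhibition, scaled nicardipine 100% to DMSO 0%; doses: one concentration, 6.6 µM final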
ABCB1 inh: human ABCB1 inhibition, ABCG2 as counter-screen; CCRF-Adr cells, JC-1 efflux, flow cytometry; hit rate 0.067% among 190,000; inhibition, % at 6.6 µM; P08183; AID 1326; in the data active means inhibition above about 40%;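 further: 0% = vehicle and 100% = reference inhibitor; higher value means more JC-1 retained so stronger ABCB1 efflux block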
GSH fluor: GSH bead compound fluorescence profile | GSH beads flow cytometry, compound fluorescence 488/530 nm; active compounds read high | fluorescence (KMESF) at 10 µM | hit rate 0.25% among 190,000 | AID 1776; in the data active means fluorescence above about 89;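 further: glutathione beads carrying GST-tagged Bcl family fusion proteins plus one bare bead set; values are compound well signal with DMSO vehicle wells as background; inactives centre near 16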
Active calls of the source: *; x = no result given. Not a hit list, and some 1.1% of all compounds hit somewhere here.

Fields – GSH fluor, Rac1 wt modul, HRas wt GTP, Rab7 wt modul, Rab2 wt GTP, Cdc42 wt, Avidin bead fluor, Rac1 mut GTP, Pf gametocyte, ABCG2 inh, ABCB1 inh
O=C(NNC(=S)NCc1ccco1)c1cccs1
 : 19, 103, 99, 102, 99, 103, 7, 100, x, -2, -0.4
Cc1ccc(C)c(Cn2c(=O)n(CCC(=O)NCc3ccco3)c(=O)c3sccc32)c1
 : 20, 100, 100, 98, 98, 101, 15, 97, 7, 2, -1.9
CC1(C)Cc2ccccc2-c2nnc(C(F)(F)F)n21
 : 8, 101, 99, 99, 98, 95, 6, 100, x, 2, 1.2
c1ccc(-n2nnnc2Sc2ncnc3sc4c(c23)CCCC4)cc1
 : 14, 99, 99, 102, 98, 97, 12, 99, 21, 4, 1.4
C=CCc1ccccc1OCC(O)CN1CCN(c2ccccc2OC)CC1 (stereo not drawn)
 : 21, 103, 105, 103, 105, 103, 9, 100, x, 0, 1.5
COc1ccc(NC(=O)c2cccnc2N2CCOCC2)cc1
 : 14, 109, 99, 105, 102, 101, 12, 97, 17, 3, 1.2
C=CCn1c(-c2cccn(Cc3ccccc3)c2=O)n[nH]c1=S
 : 32, 107, 99, 99, 98, 99, 11, 99, 13, 5, -0.1
COCc1c(Br)c(C)nc(OCC(=O)N/N=C/c2ccco2)c1C#N
 : 13, 99, 99, 103, 99, 98, 10, 95, 10, 2, 0.0
Cc1cc2ncn(-c3ncnc4scc(-c5ccccc5)c34)c2cc1C
 : 8, 94, 95, 93, 94, 95, 36, 97, -8, 3, 0.7
O=C(CS(=O)CC(=O)N(c1ccccc1)C(C(=O)NC1CCCCC1)c1ccco1)Nc1ccc(F)cc1 (stereo not drawn)
 : 6, 102, 100, 100, 98, 98, 13, 100, x, 0, -0.1
O=C(NCC1CCCO1)c1cc2n(n1)C(C(F)(F)F)CC(c1ccc(Br)cc1)N2 (stereo not drawn)
 : 25, 103, 99, 97, 98, 101, 6, 100, 9, 1, 0.1
O=C1COc2ccc(N3C(=O)c4ccccc4C3=O)cc2N1
 : 10, 97, 96, 95, 96, 95, 11, 97, x, 17, 0.9
COc1ccc(C(=O)COC(=O)[C@H](C)Nc2ccc(C(F)(F)F)cc2[N+](=O)[O-])cc1
 : 23, 101, 97, 94, 96, 97, 28, 97, x, 0, 0.2
C1CCC2=NCCCN2CC1
 : 28, 91, 93, 93, 95, 96, 14, 93, x, 2, 0.6
Cc1ccc(C)c(NC(=O)CSc2nnc(-c3ccccc3)n2N)c1
 : 27, 94, 95, 95, 93, 95, 6, 94, -4, 5, 0.7
O=C(Cc1cccs1)NC(c1ccccc1)c1ccccc1
 : 24, 100, 97, 104, 98, 97, 5, 96, -26, 9, 0.6
CC(C)(C)OC(=O)N1CC(O)CC1C(=O)OCC(=O)c1ccc(-c2ccccc2)cc1 (stereo not drawn)
 : 15, 100, 98, 91, 96, 97, 10, 95, -37, 4, 0.6
O=Nc1c(O)[nH]c2ccc(Cl)cc12
 : 14, 96, 93, 89, 91, 93, 13, 94, -17, 3, 0.2
COc1ccc(N2CCN(c3ncccn3)CC2)cc1
 : 37, 105, 103, 105, 100, 103, 12, 101, x, 9, 0.7
COc1cccc(Cn2c(-c3nonc3N)nc3ccccc32)c1
 : 56, 102, 102, 101, 101, 103, 9, 97, 23, 8, 1.5
CCOC(=O)Nc1ccc2c(c1)N(C(=O)CCN1CCN3CCCC3C1)c1ccccc1CC2 (stereo not drawn)
 : 17, 97, 97, 95, 96, 98, 3, 96, x, -1, 0.3
CCS(=O)(=O)N1CCCC(C(=O)NC2CCC(C)CC2)C1 (stereo not drawn)
 : 14, 109, 106, 107, 106, 104, 10, 106, x, 2, 0.4
CC12CC(c3ccccc3O1)N(C(=O)c1ccc(Br)o1)C(=O)N2c1ccccc1 (stereo not drawn)
 : 20, 99, 99, 100, 99, 100, 31, 97, x, 2, 0.6
Cc1noc(C)c1C(=O)Nc1c(F)cc(F)cc1Br
 : 33, 105, 101, 98, 103, 102, 11, 98, x, -5, -0.1
Cc1c(N2C(=O)CSC2=S)c(=O)n(-c2ccccc2)n1C
 : 24, 101, 99, 98, 97, 95, 9, 96, -5, 1, 0.5
CC1CCCCN1S(=O)(=O)c1ccc(NC(=O)CSc2nnnn2C)cc1 (stereo not drawn)
 : 8, 108, 100, 99, 100, 102, 8, 100, -29, 2, 0.2
c1ccc2c(c1)nnn2Cc1nnc2sc(-c3ccncc3)nn12
 : 12, 107, 105, 103, 104, 107, 10, 103, 0, 1, 0.0
Cc1cccc(OCCC(=O)N(C)CC(=O)Nc2cccc3ccccc23)c1
 : 16, 105, 105, 101, 104, 102, 13, 102, 4, 8, 1.4
COC(=O)c1ccc(C)c(NC(=O)CN(c2ccc3c(c2)OCO3)S(C)(=O)=O)c1
 : 17, 101, 97, 97, 95, 96, 27, 97, x, 10, 1.5
OCCNc1nc(N2CCOCC2)nc(N2CCOCC2)n1
 : 24, 99, 98, 103, 100, 102, 12, 100, -2, 1, 0.2

Limited to ABCG2 inh, Avidin bead fluor and Pf gametocyte, for two of the compounds above:
SMILES | ABCG2 inh | Avidin bead fluor | Pf gametocyte
O=C(NNC(=S)NCc1ccco1)c1cccs1 | -2 | 7 | x
Cc1ccc(C)c(Cn2c(=O)n(CCC(=O)NCc3ccco3)c(=O)c3sccc32)c1 | 2 | 15 | 7

Further compounds.
Fields – GSH fluor, Rac1 wt modul, HRas wt GTP, Rab7 wt modul, Rab2 wt GTP, Cdc42 wt, Avidin bead fluor, Rac1 mut GTP, Pf gametocyte, ABCG2 inh, ABCB1 inh
Cn1cnnc1SCC(=O)Nc1cccc(C(=O)O)c1
 : 14, 103, 103, 101, 101, 102, 6, 101, -7, 1, 0.1
CCOc1cc(S(=O)(=O)n2ccnc2)ccc1Br
 : 12, 97, 96, 102, 99, 94, 13, 94, 7, 5, 0.0
CCOc1ccc(/C=N/NC(=O)c2ccc(CSc3nc4ccccc4[nH]3)cc2)cc1
 : 5, 102, 102, 99, 102, 102, 1, 99, -5, 0, 0.5
O=C(NCCN1CCNCC1)c1ccccn1
 : 22, 98, 101, 101, 100, 99, 12, 99, x, 2, 0.6
CCCCOc1ccc(Nc2nc(C)cc(C)c2C#N)cc1
 : 17, 105, 102, 101, 102, 102, 8, 98, x, 0, -0.1
Cc1cccc(C)c1NC(=S)NCCc1ccc(O)c(O)c1
 : 9, 91, 97, 100, 95, 96, 15, 93, -26, 0, -0.5
COc1ccc(OC)c(C2C(C(=O)O)c3ccccc3C(=O)N2C)c1 (stereo not drawn)
 : 23, 102, 101, 102, 101, 100, 33, 99, x, 1, 0.1
COc1cccc(NC(=O)COC(=O)c2c(F)cccc2Cl)c1
 : 17, 97, 99, 105, 99, 97, 12, 96, -40, 7, 0.6
Cc1nc2ccccn2c1P(=O)(N1CCCCC1)N1CCCCC1
 : 16, 102, 98, 95, 99, 99, 4, 96, x, 1, 1.2
O=C(CSc1nc2cc([N+](=O)[O-])ccc2n1-c1ccc(F)cc1)NC1CCS(=O)(=O)C1 (stereo not drawn)
 : 7, 105, 101, 100, 99, 102, 6, 100, x, 3, 0.0
Cc1cc(C(=O)COC(=O)c2ccc[nH]c2=O)c(C)n1C
 : 11, 107, 103, 99, 102, 103, 12, 104, -10, 2, -0.1
Cn1nc(N)c2c(-c3ccccc3)c(C#N)c(N)nc21
 : 12, 104, 103, 102, 101, 104, 9, 100, x, 10, 2.2
C#CCOCCOCCOCCNc1nc(N2CCN(C(=O)[C@H](Cc3ccc(O)cc3)n3cc([C@@H](N)CC(C)C)nn3)CC2)nc(N2CCN(C(=O)[C@H](Cc3ccc(O)cc3)n3cc([C@@H](N)CC(C)C)nn3)CC2)n1
 : 16, 104, 99, 95, 96, 98, 6, 104, x, 0, -0.1
COc1cccc(OC)c1OCCCCN1CCC(Cc2ccccc2)CC1
 : 22, 104, 101, 106, 101, 96, 5, 96, 36, 0, 1.0
CCCCNC(=O)CN(c1cccc(Br)c1)S(C)(=O)=O
 : 20, 103, 99, 96, 95, 100, 23, 96, -25, 1, 0.6
c1coc(-c2ccnc3nc(-n4cccc4)nn23)c1
 : 15, 106, 101, 97, 101, 103, 14, 103, -17, 5, 0.2
CN(C)CCCN(C(=O)c1ccc(Br)s1)c1nc2cc3c(cc2s1)OCO3
 : 23, 102, 97, 97, 99, 96, 8, 95, 0, -3, -0.1
O=C(N1CCN(c2ccccc2)CC1)C1(c2cccs2)CCOCC1
 : 11, 102, 98, 99, 101, 101, 11, 99, x, 1, 0.5
CCOCc1nnc(NC(=O)c2cc(OC)c(OC)c(OC)c2)s1
 : 12, 94, 99, 101, 99, 95, 12, 95, 20, 1, 0.1
Cc1cc(Cl)ccc1OCC(=O)NCc1ccncc1
 : 17, 102, 103, 98, 104, 105, 8, 98, x, 1, 0.1
CC(=O)Nc1nc2ccccc2n1CCOc1ccccc1
 : 33, 104, 100, 102, 100, 103, 13, 97, 21, 27, 0.0
Cc1ccnc(NS(=O)(=O)c2ccc(NC(=O)c3c(-c4ccccc4Cl)noc3C)cc2)n1
 : 31, 105, 103, 105, 103, 102, 8, 100, 22, -1, 0.4
CC(C)c1nc(SCC(=O)Nc2ccc(N3CCOCC3)cc2)c2ccccc2n1
 : 15, 102, 101, 102, 97, 99, 5, 94, 23, 6, 1.8
O=C(NCc1ccco1)C(c1cccs1)N(C(=O)Cc1cccs1)c1ccccc1 (stereo not drawn)
 : 47, 105, 100, 102, 98, 100, 33, 100, x, 1, 0.4
CCCC(=O)Nc1ccc(C(=O)Nc2nnc(COCC)s2)cc1
 : 19, 95, 92, 89, 91, 93, 5, 91, x, 15, 0.3
